Pf gametocyte: kills late stage P. falciparum gametocytes; inhibition, % at 10.9 µM; AID 743093; P. falciparum stage V gametocytes, ATP luminescence, 24 h; 150,000 tested, 0.065% active;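 active = inhibition above the mean plus 3 SD of compounds within the control limits, set per campaign, cut at about 38% in these data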;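 also: 0% = DMSO wells and 100% = medium only without gametocytes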
Rac1 mut GTP: human Rac1 activated mutant GTP binding change; percent activity (GTP binding), % at 10 µM; P63000; 190,000 tested, 0.11% active; GST-Rac1 activated beads, fluorescent GTP binding, flow cytometry; actives lie on both sides; 100% means binding = to untreated wells; AID 764;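 active = GTP binding at least 20 percentage points away from the 100% baseline, in either direction, so actives lie on both sides; inconclusive = Compound likely fluorescent itself, or too few beads counted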
Cdc42 wt: changes GTP binding to wildtype human Cdc42; P60953; GST-Cdc42 beads, Bodipy-GTP binding, flow cytometry; actives lie on both sides; percent activity (GTP binding), % at 10 µM; 190,000 tested, 0.2% active; AID 761;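 active = percent activity GTP binding at least 20 points away from the 100% baseline, either down as inhibitor or up as activator; inconclusive = compound flagged as likely green fluorescent from well-wide comparison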;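 also: median bead fluorescence of bound Bodipy-FL-GTP at 100 nM; 0% = excess unlabeled GTP control and 100% = no compound control; below 100% means less GTP binding so inhibitor and above means activator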
Target sequence (P60953 whole entry, looked up): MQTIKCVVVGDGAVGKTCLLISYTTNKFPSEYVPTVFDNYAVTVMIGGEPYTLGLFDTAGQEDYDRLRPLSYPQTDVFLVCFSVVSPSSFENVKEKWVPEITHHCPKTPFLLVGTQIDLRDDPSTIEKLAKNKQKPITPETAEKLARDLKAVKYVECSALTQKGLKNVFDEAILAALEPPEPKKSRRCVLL
Mcl1-Noxa inh: disrupts binding of human Mcl-1 to Noxa peptide | 220,000 tested, 1.5% active | TR-FRET Mcl-1/Noxa peptide binding, 2 h | Q07820 | inhibition, % at 21.7 µM;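 active = compounds that cut the protein-peptide binding signal by more than 50% relative to plate controls in a single-dose test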;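 also: His-tagged Mcl-1 with rhodamine Noxa BH3 peptide and terbium anti-His antibody; 0% = Mcl-1 plus Noxa peptide wells and 100% = peptide-only wells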
Target sequence (Q07820 whole entry, looked up): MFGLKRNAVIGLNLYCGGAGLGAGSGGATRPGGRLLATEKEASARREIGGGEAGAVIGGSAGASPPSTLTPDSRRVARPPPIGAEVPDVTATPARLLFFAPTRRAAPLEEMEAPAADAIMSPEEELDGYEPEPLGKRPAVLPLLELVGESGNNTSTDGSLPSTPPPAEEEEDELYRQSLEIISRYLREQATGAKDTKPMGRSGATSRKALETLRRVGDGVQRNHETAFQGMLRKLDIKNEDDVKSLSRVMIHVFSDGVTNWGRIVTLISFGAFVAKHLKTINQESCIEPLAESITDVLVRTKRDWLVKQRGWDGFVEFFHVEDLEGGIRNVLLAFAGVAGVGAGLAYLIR
Mcl1-Bid inh: disrupts binding of human Mcl-1 to Bid peptide. Q07820. TR-FRET Mcl-1/Bid-Dy647 peptide binding, 1536-well. inhibition, % at 21.7 µM. 220,000 tested, 0.97% active. AID 1021;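 active = compounds that cut the binding signal by more than half at the single screening dose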;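 also: His-tagged Mcl-1 with europium anti-His antibody binding Bid BH3 peptide; 0% = Mcl-1 plus peptide wells and 100% = peptide-only wells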
HRas wt GTP: changes GTP binding to wildtype human HRas; GST-Ras wt beads, Bodipy-FL-GTP binding, flow cytometry; actives lie on both sides; AID 759; P01112; 190,000 tested, 0.14% active; GTP binding activity, % at 10 µM;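 active = GTP binding activity at least 20% away from the 100% baseline, either lowered as inhibitor or raised as activator; inconclusive = flagged as likely green fluorescent, judged across all proteins in the well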;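 also: 0% = unlabeled GTP competition control and 100% = no-compound control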
Target sequence (P01112 whole entry, looked up): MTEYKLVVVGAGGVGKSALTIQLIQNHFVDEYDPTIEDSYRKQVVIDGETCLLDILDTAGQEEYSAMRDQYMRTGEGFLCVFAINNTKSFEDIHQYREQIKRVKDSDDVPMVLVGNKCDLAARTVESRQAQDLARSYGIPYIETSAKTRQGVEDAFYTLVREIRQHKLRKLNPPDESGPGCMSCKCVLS
Rab2 wt GTP: changes GTP binding to wildtype dog Rab2A, up or down. P61105. GST-Rab2 wt beads, Bodipy-GTP binding, flow cytometry. AID 760. 190,000 tested, 0.19% active. GTP binding activity, % at 10 µM;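 active = GTP binding activity at least 20 points away from 100%, either lowered or raised; inconclusive = signal likely due to the compound's own green fluorescence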;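 also: 0% = beads with excess unlabeled GTP and 100% = no-compound control corrected for plate trend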
Avidin fluor: avidin bead compound fluorescence profile; Avidin beads, compound fluorescence 488/530 nm, flow cytometry; active compounds read high; fluorescence (KMESF) at 10 µM; 220,000 tested, 0.38% active; in the data active = fluorescence above about 47; also: inactives centre near 10
GSH fluor: compound fluoresces at 488/530 nm on GSH beads; GSH beads flow cytometry, compound fluorescence 488/530 nm; active compounds read high; fluorescence (KMESF) at 10 µM; 190,000 tested, 0.25% active; AID 1776; in the data active = fluorescence above about 89;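 also: glutathione beads carrying GST-tagged Bcl family fusion proteins plus one bare bead set; values are compound well signal with DMSO vehicle wells as background; inactives centre near 16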
Rac1 wt GTP bind: alters GTP binding to wildtype human Rac1 | GTP binding activity (% of control), % at 10 µM | GST-Rac1 beads, fluorescent GTP binding, flow cytometry; actives lie on both sides; 0 = cold GTP competed, 100 = untreated | P63000 | 190,000 tested, 0.27% active;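 active = GTP binding activity at least 20 points away from the 100% control level, either lower or higher; inconclusive = compound flagged as likely green fluorescent, judged across all proteins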
Rab7 wt modul: alters GTP binding to wildtype dog Rab7 | GST-Rab7 beads, fluorescent GTP binding, flow cytometry; actives lie on both sides; untreated = 100%, excess cold GTP = 0% | GTP binding activity (percent of control), % at 10 µM | 190,000 tested, 0.055% active;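 active = fluorescent GTP binding to Rab7 beads changed by at least 20 points from the 100% baseline, either direction, mostly lower; inconclusive = compound itself probably fluorescent, or too few beads counted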;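 also: median green fluorescence of bound Bodipy-FL-GTP per Rab7 bead population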
An asterisk follows results filed as active; ? = inconclusive; · = no result given.

nr	SMILES	Mcl1-Noxa inh	Rab7 wt modul	GSH fluor	Pf gametocyte	Rab2 wt GTP	Avidin fluor	Mcl1-Bid inh	HRas wt GTP	Rac1 wt GTP bind	Rac1 mut GTP	Cdc42 wt
1	O=C(N/N=C/c1cccnc1)C(O)c1ccccc1 (stereo not given)	5	?	18	-25	?	9	-21	?	?	?	?
2	Cc1cccc(OS(=O)(=O)NC(=O)OCC2CCCN3CCCCC23)c1 (stereo not given)	6	96	25	4	98	10	-4	97	100	93	97
3	Cc1ccccc1CSCC(=O)N/N=C/c1cccs1	6	98	9	1	98	11	-3	99	96	96	95
4	Cc1nc(N2CCN(C)CC2)c2c(C)c(C(=O)Nc3ccc(F)cc3)sc2n1	31	101	11	·	102	9	-8	103	108	102	103
5	COc1cc(/C=N/NC(=S)NCCN2CCOCC2)ccc1O	6	98	11	20	100	15	1	102	105	101	103
6	COc1ccc(C(=O)NC(=O)COC(=O)c2ccc3ncsc3c2)cc1	-5	100	2	·	101	8	28	102	108	101	107
7	CCCCC(=Nc1ccccc1OC)C1=C(O)CC(c2ccccc2)CC1=O (stereo not given)	-6	98	10	-5	97	6	-36	100	105	99	98
8	S=c1[nH]ncn1/N=C/c1ccc(Br)cc1	8	99	15	·	98	10	-114	101	100	97	100
9	O=C(c1ccc2nc(N3CCOCC3)sc2c1)N1CCC(Cc2ccccc2)CC1	22	93	27	·	100	7	5	97	98	95	99
10	O=C(c1ccccc1-c1ccccc1)N1CCOCC1	18	98	28	·	98	10	2	98	99	98	100
11	c1ccc(CSc2nnc(-c3ccco3)n2Cc2ccccc2)cc1	53*	101	22	2	100	27	3	99	106	100	103
12	O=C(N/N=C\C=C\c1ccc2c(c1)OCO2)c1cccnc1	6	97	14	-12	99	13	-4	100	104	100	100
13	COc1ccccc1Cn1c(=S)[nH]c2cc(C(=O)NCc3cccnc3)ccc2c1=O	1	?	16	14	?	11	-26	?	?	?	?
14	COc1cccc([C@@H]2Oc3ccc(OC)cc3C(=O)[C@H]2OC(=O)NCc2ccc3c(c2)OCO3)c1	21	97	18	·	99	7	2	102	105	98	103
15	CN(C)/C=C/C(=O)c1cccc(Cl)c1	-7	96	37	5	94	12	-36	95	94	93	93
16	CCOC(=O)c1nc(NCc2ccccc2F)c2ccccc2n1	-2	100	17	6	98	10	-24	98	96	96	96
17	CCOC(=O)C1CC2CC(C1)CN(C(=O)C1CCCCC1)C2 (stereo not given)	0	103	10	-14	98	12	3	98	103	98	96
18	CCn1c(=O)c(=O)[nH]c2cc(C(=O)N3CCN(c4ccccc4F)CC3)ccc21	9	101	26	·	101	7	-10	100	100	98	101
19	CC(=O)Nc1sc(N)nc1-c1ccccc1	9	101	14	·	101	7	-48	101	102	99	102
20	CSc1nsc2nc(=O)c(/C=C3\C=Nc4ccccc43)c(N)n12	41	96	12	2	91	9	-19	93	90	91	92
21	O=C1CC(c2ccccc2)c2ccccc21 (stereo not given)	12	99	16	16	96	11	0	100	101	98	97
22	CCc1ccc2c(c1)c1nc(C)sc1n2CC	2	100	24	·	98	11	-40	101	100	98	99
23	Cc1ccc(NC(=O)CC2NCCNC2=O)cc1 (stereo not given)	-6	98	13	3	96	15	-13	99	95	95	96
24	CC(C)CCNC(=O)NC(=O)COC(=O)C1CCN(S(=O)(=O)c2ccccc2F)CC1	18	97	10	-16	99	24	-6	97	100	98	100
25	CNC(=O)COC(=O)c1ccc(Cl)c(S(=O)(=O)N2CCCC2)c1	1	101	12	12	96	19	-24	98	99	96	94
26	Cc1c(C(=O)Nc2nc3ccccc3[nH]2)oc2c(Cl)cccc12	-20	?	9	·	?	11	0	?	?	?	?
27	CCOC(=O)N/N=C/c1c(C)nn(-c2cccc(C(F)(F)F)c2)c1Cl	14	96	13	·	97	4	4	100	100	98	98
28	CC1(c2ccc3noc(-c4ccccc4)c3c2)OCCO1	3	105	13	·	100	21	-22	100	101	97	100
29	Cc1cc(C)n(Cc2ccc(Cl)c(Cl)c2)c(=O)c1S(=O)(=O)c1ccccc1	-4	98	47	-7	97	5	-1	98	97	96	98
30	CO/N=C(/CNC(=O)c1ccc(Cl)cc1Cl)c1ccc(Cl)cc1	-8	97	21	·	102	9	19	105	102	100	105
31	Cc1onc(-c2ccccc2Cl)c1C(=O)Nc1sc2c(c1C#N)CCC2	28	93	20	-14	97	6	13	96	96	97	98
32	Cc1cc(=O)[nH]c(SCC(=O)N2CCC(C(N)=O)CC2)n1	-1	99	19	·	98	39	-3	99	100	100	99
33	OCCOc1ccc(C2=NCCO2)cc1	-3	103	17	·	104	11	1	104	100	100	104
34	COC(=O)C1SCC2C(=O)N(Cc3ccc(Cl)c(Cl)c3)CC(=O)N21 (stereo not given)	16	103	10	12	98	13	-8	98	101	95	98
35	O=C(CSc1nnc(CNC(=O)c2ccccc2F)o1)NCC1CCCO1 (stereo not given)	1	100	54	·	101	12	7	100	104	98	101
36	CCC(C)(C(=O)Nc1ccccc1C)N(C(=O)CNC(C)=O)c1ccccc1C (stereo not given)	2	102	9	-9	98	4	-12	99	100	99	99
37	O=C(C1CCN(S(=O)(=O)c2ccc3c(c2)OCCO3)CC1)N1CCc2ccccc21	-4	99	24	·	97	34	-3	100	102	98	99
38	CCOC(=O)C(Cc1ccccc1)c1ccnc2nc(N)nn12 (stereo not given)	8	96	21	-9	94	9	-2	95	99	94	95
39	CC(C)CNC(=S)NNC(=O)c1csc2ccccc12	-8	101	19	4	99	14	-91	101	103	100	99
40	CCN(CC)S(=O)(=O)c1ccc(N2CCOCC2)c(NS(=O)(=O)c2cc(C(C)(C)C)ccc2C)c1	21	101	8	0	99	14	-30	99	99	99	95
41	CC(NC(=O)c1ccc(=O)oc1)c1ccccc1 (stereo not given)	11	98	49	·	101	2	4	98	102	99	101
42	CCOC(=O)c1sc(=S)n(-c2ccc(C)cc2)c1N	-8	107	26	-1	102	8	-42	99	98	96	98
43	CCn1c(Cc2ccccc2)nnc1SCC(=O)Nc1ccccc1O	8	94	16	16	97	13	-10	95	97	93	95
44	O=C(CCCCl)NC(=S)Nc1cc(C(F)(F)F)ccc1N1CCOCC1	20	99	17	4	99	16	-22	99	101	99	98
45	CCc1nc2c(c(SC)nn2-c2ccccc2)c(N)c1C(=O)OC	9	95	9	·	98	24	-19	98	101	100	101
46	COc1ccc(N2CCN(CCOc3ccc4c(C)cc(=O)oc4c3)CC2)cc1	19	101	8	14	97	5	-39	100	103	100	99
47	CN(C)c1ccc(/C=N/NC(=O)C(O)(c2ccccc2)c2ccccc2)o1	12	100	33	·	98	19	-30	99	101	96	99
48	Cc1ccc(N2C(=O)CC(NNC(=O)c3cccc(S(=O)(=O)N4CCCC4)c3)C2=O)cc1 (stereo not given)	-2	101	8	4	100	15	-22	101	104	99	102
49	COc1cc2c(cc1OC)C(=S)NC1(CCCC1)C2	23	95	12	13	95	11	-66	96	93	94	93
50	Cc1cccc(-n2c(CNC(=O)c3cccc([N+](=O)[O-])c3C)n[nH]c2=S)c1	21	104	14	7	101	18	-44	100	102	98	106
51	Cc1c(NC(=O)c2c(F)c(F)c(F)c(F)c2F)c(=O)n(-c2ccccc2)n1C	9	104	13	·	102	8	-42	100	104	99	105
52	CN(CCc1ccccn1)C(=O)CC1C(=O)NCCN1Cc1ccc(-c2ccccc2)cc1 (stereo not given)	11	93	9	-24	97	4	6	96	102	93	96
53	Cc1cccc(Nc2nnc(SCC(=O)Nc3cccc(S(=O)(=O)N4CCCCC4)c3)s2)c1	36	100	8	18	96	15	-18	97	97	96	93
54	O=C(c1cccc(C(F)(F)F)c1)C1CCCN(Cc2cccn2-c2ccccn2)C1 (stereo not given)	6	95	11	-17	96	12	-17	97	100	99	98
55	COc1ccc(OC)c(NC(=O)CSc2nnc(Cc3cccn3C)n2-c2ccc(F)cc2)c1	27	97	14	·	101	14	-24	99	103	101	99
56	O=C(CSCc1ccccc1)NCc1ccc2c(c1)OCO2	-4	100	56	·	94	7	-9	95	95	93	97
57	CCOc1cc(C2NC(=O)N(C)C(C)=C2[N+](=O)[O-])ccc1OC(C)=O (stereo not given)	-22	?	17	7	?	10	-46	?	?	?	?
58	Cc1cc(C)n2nc(C(=O)OCCOc3cccc(Br)c3)nc2n1	12	104	253*	10	105	8	-34	104	107	103	107
59	CCCC1=C/C(=C/c2ccc(-c3ccccc3OC)o2)C(=O)O1	-9	99	21	-1	102	10	-16	101	104	98	102
60	C=CCNC(=O)c1c(N)n(-c2cccc(S(N)(=O)=O)c2)c2nc3ccccc3nc12	17	97	13	2	95	33	10	97	97	96	95

(listing goes on)
nr	SMILES	Mcl1-Noxa inh	Rab7 wt modul	GSH fluor	Pf gametocyte	Rab2 wt GTP	Avidin fluor	Mcl1-Bid inh	HRas wt GTP	Rac1 wt GTP bind	Rac1 mut GTP	Cdc42 wt
61	Cn1c(CN2CCCC2)nc2cc(NC(=O)c3ccc(Cl)cc3)ccc21	23	98	14	-1	98	5	-95	98	99	97	96
62	CN1C(=S)SC(C)(C)C1N(O)C(=O)Nc1ccc(Cl)cc1 (stereo not given)	3	103	10	-12	98	9	-27	98	102	95	101
63	CCCn1c(CCC(=O)O)ccc1-c1ccccc1	7	111	24	·	100	9	-1	98	96	92	94
64	CCCCNS(=O)(=O)c1ccc(OC)c(C)c1	-13	102	27	-18	101	5	4	100	102	101	101
65	O=C(NCCCc1ccccc1)c1cccs1	16	98	28	·	109	17	0	108	107	104	110
66	O=C(NCc1cccs1)NC1CCCCC1	0	99	27	-5	101	10	-11	101	106	102	101
67	CCOCCCNC(=O)Cn1ncc2c(=O)oc3ccccc3c21	2	101	17	·	103	9	-10	104	108	100	106
68	Cc1cccc(C)c1NC(=O)C1C2C=CC(C2)C1C(=O)NCc1ccccn1 (stereo not given)	-5	101	27	·	103	4	-66	104	108	102	105
69	CC(C)CCNC(=O)COC(=O)c1cc(Br)c(Br)s1	9	?	17	-3	?	11	-4	?	?	?	?
70	COc1ccc(Nc2nc(C)c(-c3ccccc3)s2)cc1	14	102	18	·	97	12	-17	100	101	99	98
71	CN(C)C(=S)NC1CCS(=O)(=O)C1 (stereo not given)	6	101	22	-3	96	10	-48	95	91	93	90

Entries by screen from the entries so far.
Pf gametocyte for entries 2 to 12, in order: 4, 1, ·, 20, ·, -5, ·, ·, ·, 2, -12
Rac1 mut GTP for entries 2 to 12, in order: 93, 96, 102, 101, 101, 99, 97, 95, 98, 100, 100
Cdc42 wt for entries 2 to 12, in order: 97, 95, 103, 103, 107, 98, 100, 99, 100, 103, 100

Source: PubChem BioAssay (several laboratories)
